KCNH2 WT inh: inhibitors of human wildtype KCNH2 potassium channel | U2OS, BacMam KCNH2, thallium flux FluxOr; active compounds read low | activity change, % at 1.84 µM | actives 0.37% (n = 340,000) | AID 720551;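 active = maximum activity change below -70%; inconclusive = maximum activity change between -70% and -50%; inactive = maximum activity change above -50%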; note: % is set by controls: 0 for no effect and ±100 for the full control effect
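U2OS cells transduced with wild-type KCNH2 virus are loaded with FluxOr dye for 45 min, and thallium flux is measured in kinetic reads before and after stimulation buffer. Rate constants are normalized to DMSO controls.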
PKM2 activator: activators of human pyruvate kinase M2; P14618; purified PKM2, Kinase-Glo ATP luminescence, activation; response scale: 0% is enzyme alone, no compound; Potency, µM (series often up to 57.5 µM), inactives show top-dose activation, usual class: activators; actives 0.34% (n = 260,000); note: potency is the fitted concentration of half-maximal effect; % is set by controls: 0 for no effect and ±100 for the full control effect; nearly all actives have a fitted effect of over 55% in size
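Purified hPK-M2 (>95% pure) converted ADP (0.1 mM final) to ATP with 0.5 mM PEP in 50 mM imidazole pH7.2, KCl, MgCl2, Tween 20, BSA; 1 h at room temperature. ATP detected by Kinase-Glo luminescence.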
MLL CXXC-DNA inh: MLL CXXC-DNA interaction inhibition; MLL-CXXC / FITC-HOXA9 DNA fluorescence polarization; Potency, µM (series often up to 115 µM), for the others: at the top dose activity change, negative = inhibition, usual class: inhibitors; actives 0.037% (n = 290,000); active = well fitted inhibition curve with a large enough effect in the polarisation, with a control signal flat, not every such curve was filed as active; inconclusive = small, poorly fitted or top-dose-only effect, or effect the other way, or a change in a side signal; inactive = no such curve, though single readings can be large or run the other way; the % refers to the polarisation; note: potency is the fitted concentration of half-maximal effect
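Steps: dispense CXXC domain solution (7 uM) → pin compounds or unlabeled HOX-A9 DNA control → 5 min ambient → add FLSN-HOX-A9 solution (50 nM) → spin → 30 min ambient → fluorescence polarization. Tris pH 7.5/NaCl/DTT/BSA buffer.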
Menin-MLL TR inh: inhibitors of human menin-MLL interaction, mutant MLL peptide. O00255. Menin + Texas Red MLL mutant peptide, fluorescence polarization. Potency, µM (top dose mostly 61.6 µM), inactives show top-dose FP activity change, negative = inhibition, actives largely listed as inhibitors. actives 0.23% (n = 270,000); active = well fitted inhibition curve with a large enough effect in the polarisation, with a control signal flat, not every such curve was filed as active; inconclusive = small, poorly fitted or top-dose-only effect, or effect the other way, or a change in a side signal; inactive = no such curve, though single readings can be large or run the other way; the % refers to the polarisation; note: potency is the fitted concentration of half-maximal effect; % of control where 0% means no effect; many of its hits are not listed in these tables
Target sequence (O00255 whole entry, looked up): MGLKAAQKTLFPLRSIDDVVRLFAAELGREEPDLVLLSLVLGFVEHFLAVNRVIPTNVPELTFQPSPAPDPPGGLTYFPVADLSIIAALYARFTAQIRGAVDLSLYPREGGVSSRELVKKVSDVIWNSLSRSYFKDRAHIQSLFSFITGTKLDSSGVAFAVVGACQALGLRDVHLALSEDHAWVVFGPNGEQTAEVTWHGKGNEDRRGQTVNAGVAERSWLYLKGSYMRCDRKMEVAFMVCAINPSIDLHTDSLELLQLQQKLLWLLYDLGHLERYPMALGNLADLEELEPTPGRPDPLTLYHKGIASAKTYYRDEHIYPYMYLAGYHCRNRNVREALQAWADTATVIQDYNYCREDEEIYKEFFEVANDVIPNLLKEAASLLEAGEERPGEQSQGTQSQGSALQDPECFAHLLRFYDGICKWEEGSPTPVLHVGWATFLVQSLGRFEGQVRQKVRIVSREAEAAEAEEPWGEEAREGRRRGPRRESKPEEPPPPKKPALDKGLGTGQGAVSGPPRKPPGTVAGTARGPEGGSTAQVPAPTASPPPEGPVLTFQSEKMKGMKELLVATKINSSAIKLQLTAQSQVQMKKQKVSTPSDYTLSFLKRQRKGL
TRPV1 ag: activates the human vanilloid receptor TRPV1; Q8NER1; TRPV1-expressing cells, Fluo-8 calcium influx, agonist mode; activation, % at 8.33 µM; actives 0.19% (n = 320,000); AID 540275; in the data active = activation above about 80%; inconclusive = between about 30% and that limit; note: 0% is about no effect
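TRPV1-expressing cells were cultured overnight at 35.5C and loaded with Fluo-8 calcium dye for 40 to 90 min at room temperature. After a 10 s baseline, compound was added and calcium influx was read kinetically for 3 min (ex 480/em 520 nm).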
B2AR arrestin: recruits beta-arrestin to the human beta2-adrenergic receptor; Potency, µM (titrated, usually from 46.1 µM), for the others: at the highest dose activation, usual class: activators; P07550; actives 0.02% (n = 330,000); beta-arrestin recruitment to beta2AR, cell-based reporter;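 note: potency is the fitted concentration of half-maximal effect; 0% = DMSO controls and full agonism = EC100 isoproterenol or metaproterenol; nearly all actives have a fitted effect of over 65% in size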
Target sequence (P07550 whole entry, looked up): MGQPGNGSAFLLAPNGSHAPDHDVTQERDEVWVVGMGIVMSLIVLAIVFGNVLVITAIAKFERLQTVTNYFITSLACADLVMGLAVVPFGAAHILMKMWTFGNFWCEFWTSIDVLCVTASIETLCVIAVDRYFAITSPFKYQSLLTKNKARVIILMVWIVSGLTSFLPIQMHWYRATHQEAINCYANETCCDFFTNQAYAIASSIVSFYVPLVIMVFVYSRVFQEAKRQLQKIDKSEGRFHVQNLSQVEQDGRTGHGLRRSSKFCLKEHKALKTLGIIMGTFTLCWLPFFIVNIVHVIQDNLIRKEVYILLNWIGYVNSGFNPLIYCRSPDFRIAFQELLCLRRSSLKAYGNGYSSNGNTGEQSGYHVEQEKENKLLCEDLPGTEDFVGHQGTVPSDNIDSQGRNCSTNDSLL
Giardia kill: Giardia lamblia killing. Giardia lamblia trophozoite viability. actives 0.15% (n = 340,000). AID 540267. activity change, % at 7.66 µM, hits read low; in the data active = activity change below about -80%; inconclusive = between about -30% and that limit;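 note: parasites exposed to compound for two days anaerobically before the ATP read; % is set by controls: 0 for no effect and ±100 for the full control effect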
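Trophozoites 100 cells/well + cpd; 48 hrs, 37 deg C, anaerobic. ATPLite 1-Step added, 15-30 min RT, luminescence read (ATP-based viability).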
FBPA coupling cs: counter-screen for Giardia aldolase inhibitors: coupling enzyme system; activity change, negative = inhibition, % at 58.2 µM, hits read low; coupling enzyme system counterscreen, AmpLite Red fluorescence; actives 0.67% (n = 290,000); in the data active = activity change below about -30%; note: % is set by controls: 0 for no effect and ±100 for the full control effect
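Fluorescence at 525 nm excitation and 598 nm emission measured inhibition of the coupled detection system without aldolase. Compounds (at 57.5 uM final) were preincubated 10 min at room temperature with coupling enzyme reagent before a 20 min substrate/AmpLite Red step.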
USP2a block: USP2a (human) protease inhibition | O75604 | USP2 core, Ub-CHOP2 coupled fluorogenic reporter, 485/531 | Potency, µM (highest dose often 38.3 µM), inactives show at the top dose activity change, negative = inhibition, most hits filed as inhibitors | actives 0.01% (n = 330,000) | AID 463254;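 note: potency is the fitted concentration of half-maximal effect; plate controls were DMSO wells for no effect and full inhibition by NEM control for full effect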
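Cell-free coupled assay: 10nM USP2 core preincubated 30min RT with compound in Tris-HCl pH 8.0/CaCl2/CHAPS buffer, then 25nM Ub-CHOP2 and 25nM reporter substrate; fluorescence (Ex 485/Em 531) read after 60min RT, normalized to NEM inhibition, concentration-response curves fitted.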
GALK inhibitor: blocks human galactokinase activity. Potency, µM (highest dose often 57.5 µM), for the others: at the highest dose activity change, negative = inhibition, most hits filed as inhibitors. actives 0.007% (n = 270,000). P51570. Purified GALK, Kinase-Glo residual ATP luminescence; note: potency is the fitted concentration of half-maximal effect; % is set by controls: 0 for no effect and ±100 for the full control effect
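GALK at 5 nM final was combined with compound, 35 uM ATP and 100 uM galactose in HEPES pH8.0 with MgCl2 and DTT. The reaction ran one hour at room temperature before luminescent ATP detection.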
KCNH2 3.1 block: blocks the human KCNH2 3.1 channel isoform; U2OS KCNH2 3.1, thallium flux FluxOr; active compounds read low; activity change, % (tested at about 1.8 µM); actives 0.95% (n = 340,000);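 active = maximum activity change below -70%; inconclusive = maximum activity change from -70% to -50%; inactive = maximum activity change above -50%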;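 note: thallium influx rate constant from kinetic fluorescence after stimulation buffer; % is set by controls: 0 for no effect and ±100 for the full control effect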
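U2OS cells transduced with KCNH2 3.1 mutant virus (1.77 x 10^8 /mL, 4 h), plated overnight at 37 C, loaded 45 min with FluxOr dye plus Red40 quencher. Thallium flux rate constant from kinetic reads after stimulation buffer, normalised to controls.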
Numbers without * were called inactive; ? = inconclusive; / = not tested or not shown; & = joins results of further samples; [ ] = another dose, or the depositor's remark. Unless noted, calls come from the whole dose curve; as a rule, active = well fitted curve in the direction sought with a large enough effect; inconclusive = small, poorly fitted or top-dose-only effect, or another doubt; inactive = no such curve, though single readings can be large; an effect the other way counts as inactive or inconclusive.

SMILES | KCNH2 WT inh | PKM2 activator | MLL CXXC-DNA inh | Menin-MLL TR inh | TRPV1 ag | B2AR arrestin | Giardia kill | FBPA coupling cs | USP2a block | GALK inhibitor | KCNH2 3.1 block
COc1ccc(-c2noc(C3CCCN(C(=O)Nc4ccccc4)C3)n2)cc1 (stereo not given) | -8 | -5% | -2% | -8% | -1 | 0.0% | 1 | 1 | -1% | -1% | -3
Cc1ccccc1NC(=O)Nc1ccc2c(c1)CCC2 | 15 | -8% | 15% | -9% | ? | 0.6% | -28 | 0 | 2% | -2% | -3
CCOC(=O)NC(=O)/C(N=Nc1cccc(C(F)(F)F)c1)=C(\C)O | -1 | 1% | 31%[activator] | -14% | 23 | -0.1% | -25 | 0 | 4% | 0% | -1
Nc1ccc(N=Nc2ccccc2)c(N)n1 | -1 | 4% | -1% | ? | -1 | 0.4% | -17 | -3&0&-3 | 3% | 1% | -10
O=C(Cn1c(NCCO)nc2ccccc21)c1ccc(F)cc1 | 8 | -2% | 0% | -24% | 1 | 0.0% | 19 | 1 | 1% | 0% | -8
CN(Cc1ccco1)C(=O)Cn1c(=O)oc2cc(S(=O)(=O)NCc3ccccc3)ccc21 | 4 | 7% | 3% | -19% | -2 | -0.1% | 11 | 3 | -1% | -2% | -2
CCOC(=O)c1ccc(NC(=O)Cn2nnc(-c3ccccc3F)n2)cc1 | -7 | -2% | 1% | 23% | -1 | 0.2% | 3 | 2 | 0% | 2% | 5
C[C@@H]1CN(C(=O)c2cc(COc3cccc(C(F)(F)F)c3)on2)C[C@H](C)O1 | 3 | 9% | ? | / | 4 | 0.0% | 15 | / | -2% | 0% | -5
CCOC(=O)c1ccc(Oc2cn[nH]c2-c2ccc(OCC(=O)NN)cc2O)cc1 | -10 | / | 7% | 31%[activator] | 11 | -1.1% | 14 | 3 | 0% | 1% | 1
CCS(=O)(=O)c1nc(S(=O)(=O)c2ccc(Cl)cc2)c(N2CCN(CCO)CC2)s1 | -1 | / | 13% | / | -1 | 0.5% | 2 | / | 6% | -4% | -4
O=C(COC(=O)c1ccccc1OC(F)F)Nc1ccc2[nH]c(=O)[nH]c2c1 | -12 | / | / | / | 1 | -0.1% | -28 | / | -3% | / | 1
Cn1c(=O)c2[nH]c(N3CCN(c4cccc(O)c4)CC3)nc2n(C)c1=O | 2 | 5% | 3% | 0% | 4 | -0.4% | -14 | 0 | 0% | -2% | -9
Cc1c(C)n(C)c2ccc(C(=O)NCCCN3CCN(C)CC3)cc12 | -2 | 4% | 2% | -1% | -1 | -0.7% | 19 | 4 | 1% | 5% | 30
O=C(COC(=O)COc1ccccc1)Nc1ncc(Cl)cc1Cl | 3 | / | / | / | / | -0.2% | 1 | / | 1% | / | 16
CCCC1=[N+](CC(=O)c2ccccc2)CCn2c(C)ccc21 | 5 | 1% | 1% | / | / | -0.2% | -3 | 0 | 1% | -2% | -4
CN1CCN(C(=S)Nc2cc([N+](=O)[O-])ccc2Cl)CC1 | -2 | -1% | -2% | -18% | 0 | -0.4% | -10 | -16 | -1% | 1% | 2
CN(CC(=O)Nc1ccc(F)c(F)c1F)C(=O)Cc1ccc2c(c1)OCCO2 | -8 | -2% | -11% | / | -2 | -1.0% | -13 | / | 0% | 4% | 4
CCCCOC(=O)C1=C(C)NC(=O)NC1c1ccc(OC)cc1 (stereo not given) | -18 | 7%[11.5 µM] | -9% | -4% | -5 | 0.0% | 6 | 0 | 1% | 5% | 24
CCCCc1nnc(NC(=O)CCc2ccccc2)s1 | 0 | 6% | 29% | -3% | -1 | -1.1% | 20 | 3 | -1% | -5% | -10
CC(=O)Nc1ccc(NC(=O)Cc2sc(C)nc2-c2ccc(C)cc2)cc1 | -5 | 2% | 1% | -7% | 1 | -0.8% | -10 | 1 | 4% | 1% | 15
Cc1ccc(-n2nnnc2C(Cl)c2nnnn2-c2ccc(C)cc2)cc1 | 1 | 9% | -4% | -17% | 8 | -0.5% | -26 | 0 | 2% | -1% | 6
Cc1cccc(-n2c3nc(=O)[nH]c(=O)c-3cc3c(C)nn(-c4ccccc4)c32)c1 | / | -5% | 4% | -21% | 0 | -0.7% | / | 0 | 1% | 1% | /
O=C(c1ccc(N2C(=O)CCC2=O)cc1)N1CCOCC1 | -2 | -1% | 2% | 4% | -2 | -0.1% | -19 | 3 | 2% | 2% | -18
CC(=O)/C=C1/C(=O)Nc2ccccc21 | -3 | 28% | 3% | 7% | 1 | 3.1% | 6 | 1 | 0% | 0% | 5
Cc1sc2ccccc2c1CNC[C@H]1O[C@@H](n2cnc3c(N)ncnc32)[C@H](O)[C@@H]1O | 13 | / | / | / | / | -0.7% | ? | / | 5% | / | 3
Cc1ccc(NC(=O)CC2C(=O)N(Cc3ccccc3)C(=S)N2NC(=O)c2ccccc2)c(C)c1 (stereo not given) | 3 | 9% | 8% | ? | 5 | -0.6% | 2 | 0 | 1% | 1% | -19
COc1cc(NS(=O)(=O)c2ccc(OC)c(C)c2C)c(OC)cc1Cl | -12 | 2% | 1% | -10% | -4 | 0.3% | -8 | -11 | -11% | -1% | -27
CC(=O)c1ccc(Nc2nc(N3CCOCC3)nc(N3CCOCC3)n2)cc1 | 7 | 4%[11.5 µM] | 1% | -13% | 6 | 0.3% | -17 | -3 | -1% | -1% | 8
Cn1c(=O)c2c(nc(SCCNS(=O)(=O)c3ccccc3)n2C)n(C)c1=O | 4 | ? | 1% | -2% | 4 | 0.1% | 24 | 0 | 4% | 6% | 5
Cc1cc(N2C(=O)c3ccc(C(=O)NCc4ccccc4)cc3C2=O)no1 | -16 | 11% | 7% | -7% | -2 | 0.7% | -8 | 3 | 3% | 1% | -2
Cc1ccnc(NC(=O)CCC(=O)N(CC(=O)NCc2ccc(F)cc2)CC2CCCO2)c1 (stereo not given) | 0 | 0% | 5% | -30% | 0 | -0.1% | -16 | 4 | -1% | 6% | -3
C=CCC[C@@H](Cc1ccc(F)cc1)C(=O)OC[C@@H](NC(=O)[C@@H](CC=C)CC(=O)N(CCO)Cc1ccccc1)c1ccccc1 | -3 | / | / | / | / | 2.5% | -4 | / | 4% | / | 2
CCOc1ccc(CN(C)C(=O)c2ccc3c(c2)NC(=O)C(C)S3)cc1OC (stereo not given) | 7 | / | / | / | 8 | 0.7% | -18 | / | -1% | / | -2
CNC(=O)CCSSCCC(=O)NC | -7 | 0% | 2% | 6% | 2 | 0.3% | 10 | 4 | 5% | 13% | 1
CCCCN(CCCC)S(=O)(=O)c1ccc(NC(=O)CN2CCOCC2)cc1 | -3 | -23% | -8% | 2% | 0 | 0.3% | -7 | 1 | -6% | 2% | 18
C[C@H](CO)N1C[C@H](C)[C@@H](CN(C)S(=O)(=O)c2ccc(F)cc2)Oc2ccc(NC(=O)Nc3ccc4c(c3)OCO4)cc2C1=O | 5 | / | / | / | / | 0.1% | -2 | / | -9% | / | 3
Cc1c(C(=O)c2ccc(F)cc2F)c2ccccn2c1CCC#N | 7 | / | -4% | ? | -1 | 0.1% | 6 | -40* | 3% | -1% | 20
N#Cc1ccc(S(=O)(=O)NCC(=O)OCC(=O)NCCc2ccccc2)cc1 | -1 | 8% | 25% | / | -2 | 0.2% | -22 | / | 2% | -3% | -11
N#CCCn1c(SCC(=O)Nc2ccc(N3CCOCC3)cc2)nc2ccccc21 | 15 | 0% | 9% | 5% | -1 | -0.7% | 0 | 0 | 1% | 2% | 0
O=C(NC1CCCCCCC1)c1ccc2c(c1)OCO2 | 4 | -10% | -3% | 1% | ? | 0.1% | -23 | 0 | 1% | 0% | -1
CSc1nnc(C)c(=O)n1COC(=O)COc1ccc(Cl)cc1Cl | -7 | 10% | 17% | 0% | 2 | -0.1% | 7 | 2 | 3% | 6% | -8
CSC1=NCCN1C(=O)c1ccc2ccccc2c1 | -3 | 8% | 19% | / | 6 | -0.5% | -5 | -2 | 11% | / | 3
C/C(=N\OC(=O)c1c(-c2c(F)cccc2Cl)noc1C)c1nccs1 | 3 | 2% | 11% | 1% | 17 | 0.3% | 13 | 0 | 9% | 0% | -7
CC(=O)N(c1cccc(C(F)(F)F)c1)c1nc(/C=C/C(=O)O)cs1 | 19 | -1% | -2% | / | -1 | 0.5% | 0 | 5 | 7% | -1% | 23
COc1ccc(/C=N/NC(=O)CNC(=O)c2cccs2)cc1 | 2 | 2% | 5% | 6% | 0 | -0.4% | -3 | 0 | -1% | 0% | 7
COc1ccc(N(C)C(=O)c2ccc3snnc3c2)cc1 | 2 | -9% | -5% | 6% | 3 | 7.1% | -5 | 4 | -4% | 0% | 8

A portion of the library, so the mix of outcomes need not match the whole.
